High-throughput results: PubChem BioAssay, National Center for Advancing Translational Sciences (NCATS)
IMPase Li cell: IMPase inhibition in cells with lithium potentiation; AID 1457; hit rate 0.35% among 210,000; CHO-M1 cells, IP1 TR-FRET (IP-One), carbachol + lithium; Potency, µM (series often up to 59.4 µM), without a hit: at the top dose activity, negative = IMPase inhibition, actives largely listed as inhibitors;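 also: IP1 builds up when IMPase is blocked and the TR-FRET signal falls; potency is read from the fitted curve at half-maximal effect; plate controls were basal vehicle for no effect and high inhibitor control for full effect; nearly all actives have a fitted effect of over 50% in size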
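CHO cells stably expressing M1 receptor (2000/well, cultured 16–30 h) treated 30 min at 37C with compound plus low lithium. Cytosolic IP1 by TR-FRET (665/620 ratio and 620 channel) after 10 min lysis; AC50 by Hill fit.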
Luc counter: Kinase-Glo luciferase inhibition (counter-screen); Q27757; Kinase-Glo luciferase, ATP luminescence, 8 min; Potency, µM (titrated, usually from 38.3 µM), inactives show top-dose activity change, negative = inhibition, hits mostly inhibitors; hit rate 0.28% among 200,000; AID 1379; also: potency is read from the fitted curve at half-maximal effect; % is scaled to controls: 0 for no effect and ±100 for the full control effect; nearly all actives have a fitted effect of over 60% in size
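Compounds were added to a substrate mix at pH 7.2 (50 mM imidazole, 10 uM ATP, within the enzyme's linear range), followed by Kinase-Glo detection reagent; luminescence was measured after 8 minutes at ambient temperature.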
Epigenetic derep: regulators of epigenetic silencing causing reporter derepression in mouse cells; AID 1865; Potency, µM (highest dose often 53.9 µM), inactives show top-dose GFP activation, most hits filed as activators; murine LDR cells, GFP reporter derepression, 30 h; hit rate 0.2% among 280,000; also: potency is read from the fitted curve at half-maximal effect; % of control where 0% means no effect; nearly all actives have a fitted effect of over 60% in size
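GFP-positive cell count by laser-scanning cytometry (objects 20–120 um) after 30 h, 37 C compound exposure of murine LDR cells; reporter is CMV-GFP integrated at a silenced locus, inducible by HDAC or DNMT inhibitors.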
HttQ103 aggreg: reduces HttQ103-GFP aggregates in PC12 cells. PC12 HttQ103-GFP aggregates, Acumen cytometry, 40 h. Potency, µM (series often up to 46.1 µM), for the others: top-dose activity change, negative = inhibition, actives largely listed as inhibitors. hit rate 1.1% among 220,000. AID 1688; also: potency is read from the fitted curve at half-maximal effect; % is scaled to controls: 0 for no effect and ±100 for the full control effect; nearly all actives have a fitted effect of over 60% in size
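Using laser scanning cytometry, GFP-positive aggregates were counted after lysis of PC12 cells induced with 100 nM tebufenozide to express HTT exon 1 Q103–GFP. Compounds were tested in titration.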
CBFb-RUNX1 inh: CBF-beta/RUNX1 interaction disruption | AlphaScreen CBFb-His/RUNX1-biotin binding, biochemical | Potency, µM (highest dose often 59.8 µM), for the others: at the top dose activity, negative = inhibition, hits mostly inhibitors | 230,000 tested, under 10 active; also: % of control where 0% means no effect
Target sequence (Q01196 whole entry, looked up): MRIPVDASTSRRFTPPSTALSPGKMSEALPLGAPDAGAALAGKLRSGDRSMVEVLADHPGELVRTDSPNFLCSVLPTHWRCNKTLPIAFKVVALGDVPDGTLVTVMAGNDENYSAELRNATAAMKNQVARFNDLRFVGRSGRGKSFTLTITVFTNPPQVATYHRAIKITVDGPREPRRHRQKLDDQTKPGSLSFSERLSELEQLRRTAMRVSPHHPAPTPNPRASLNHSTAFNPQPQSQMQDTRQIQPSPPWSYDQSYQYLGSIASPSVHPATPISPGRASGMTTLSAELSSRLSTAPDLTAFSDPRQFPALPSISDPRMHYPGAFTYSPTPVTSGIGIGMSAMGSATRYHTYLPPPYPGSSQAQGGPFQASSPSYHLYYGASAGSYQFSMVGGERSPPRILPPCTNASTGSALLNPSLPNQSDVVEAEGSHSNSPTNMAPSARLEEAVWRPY
Target sequence (Q13951 whole entry, looked up): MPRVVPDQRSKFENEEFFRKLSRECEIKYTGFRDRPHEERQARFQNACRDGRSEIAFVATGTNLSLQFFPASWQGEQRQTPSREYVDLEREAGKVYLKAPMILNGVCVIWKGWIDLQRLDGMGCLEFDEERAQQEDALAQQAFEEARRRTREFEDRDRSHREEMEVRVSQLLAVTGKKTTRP
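AlphaScreen binding: CBFb-His and RUNX1-biotin (30 nM each) preincubated 20 min, compound added for 15 min, then nickel and streptavidin beads for 90 min, all at room temperature. Disruption of the interaction by any mechanism counts as activity.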
NPSR antag: blocks cAMP signaling of the human neuropeptide S receptor | CHO-NPSR cells, cAMP TR-FRET, antagonist mode | Potency, µM (titrated, usually from 38.3 µM), for the others: at the top dose activity change, negative = inhibition, actives largely listed as inhibitors | hit rate 1% among 220,000 | AID 1461; also: potency is read from the fitted curve at half-maximal effect; % is scaled to controls: 0 for no effect and ±100 for the full control effect; nearly all actives have a fitted effect of over 50% in size; many of its hits are not listed in these tables
Target sequence (Q6W5P4 whole entry, looked up): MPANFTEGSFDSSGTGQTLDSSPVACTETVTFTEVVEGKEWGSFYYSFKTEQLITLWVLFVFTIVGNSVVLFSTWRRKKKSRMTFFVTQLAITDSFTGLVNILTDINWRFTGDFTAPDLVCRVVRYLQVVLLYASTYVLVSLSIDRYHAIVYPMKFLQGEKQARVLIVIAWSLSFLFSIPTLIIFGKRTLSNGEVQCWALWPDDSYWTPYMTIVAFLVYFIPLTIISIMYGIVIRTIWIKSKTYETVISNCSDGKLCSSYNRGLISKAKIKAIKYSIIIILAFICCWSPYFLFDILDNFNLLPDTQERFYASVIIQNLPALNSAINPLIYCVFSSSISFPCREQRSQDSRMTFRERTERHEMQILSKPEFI
Lamin A splicing: LMNA splicing modulation. HeLa LMNA splicing GFP/RFP minigene ratio, 48 h. hit rate 0.01% among 200,000. Potency, µM (top dose mostly 46.1 µM), for the others: at the top dose ratio change, negative = inhibition, hits mostly inhibitors; active = well fitted inhibition curve with a large enough effect in the signal ratio, with a control signal flat, not every such curve was filed as active; inconclusive = small, poorly fitted or top-dose-only effect, or effect the other way, or a change in a side signal; the % refers to the signal ratio; also: potency is read from the fitted curve at half-maximal effect; % is scaled to controls: 0 for no effect and ±100 for the full control effect
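S3 HeLa stable clones carrying a lamin A-EGFP splicing minigene plus DsRed2 were seeded at 600 cells/well in Opti-MEM with 2% FBS, pin-dosed and incubated 48 h at 37°C. Acumen cytometry (488 nm) gave the GFP/RFP total-intensity ratio.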
The depositor's hits bear a star; ? = inconclusive; nt = no result given; & = joins results of further samples; [ ] = another dose, or the depositor's remark. Unless noted, calls follow the shape of the dose curve; as a rule, active = well fitted curve in the direction sought with a large enough effect; inconclusive = small, poorly fitted or top-dose-only effect, or another doubt; inactive = no such curve, though single readings can be large; an effect the other way counts as inactive or inconclusive.

Below each compound – IMPase Li cell, Luc counter, Epigenetic derep, HttQ103 aggreg, CBFb-RUNX1 inh, NPSR antag, Lamin A splicing
- Cc1noc(C)c1COC(=O)c1cc(=O)[nH]c2ccccc12
    -8%[38.3 µM], -7%, 5.3%, -10%, 3%, -13%[46.1 µM], 10%
- CN1C2C=C(N(CCc3c[nH]c4ccccc34)C(=O)c3ccc(Cl)cc3)CC1CC2 (configuration not stated)
    -20%[38.3 µM], -4%, 3.4%, 3%, -3%, -4%[46.1 µM], 2%
- NC(=O)c1ccsc1NC(=O)COC(=O)/C=C/c1ccc([N+](=O)[O-])cc1
    nt, nt, 1.0%, -2%[9.22 µM], 3%, -6%, 5%[46 µM]
- O=C(Nc1ccc2c(c1)OCO2)NC1CCN(Cc2ccccc2)CC1
    23%[38.3 µM], -2%, -1.1%, ?, 9%, 12%[46.1 µM], 1%
- CCOC(=O)c1ccccc1NC(=O)Cn1cnc2c(oc3ccccc32)c1=O
    ?, -1%, -2.9%, 17%, -6%, ?, -3%
- CC(C)(C)C(=O)Nc1ccc(-c2nc3ccccc3c(=O)o2)cc1
    9%, -22%, -1.1%, 1%[9.22 µM], 0%, 11%, 2%[46 µM]
- CCc1cc(=O)oc2cc(OCC(=O)O)c(Cl)cc12
    -3%[38.3 µM], 0%, 0.0%, ?, 12%, -4%[46.1 µM], -5%
- CC(NC(=O)NNC(N)=S)(C(F)(F)F)C(F)(F)F
    nt, nt, 1.0%, -3%[9.22 µM], 11%, 18%, nt
- CC(C)CNC(=O)COC(=O)/C=C/c1ccccc1[N+](=O)[O-]
    -16%[38.3 µM], -3%, -0.7%, -9%, -3%, -13%[46.1 µM], -9%
- O=C(COC(=O)CNC(=O)c1cccc(F)c1)NCCC1=CCCCC1
    -3%, 2%, 2.3%, -1%, 4%, 1%[46.1 µM], 3%
- COc1ccc(N2CCN(Cc3cc(=O)oc4cc(C)c(Cl)c(C)c34)CC2)cc1
    0%[38.3 µM], -2%, 0.0%, 14%, -5%, -4%[46.1 µM], ?
- CCOc1cc(/C=N/N2CCOCC2)ccc1OCc1ccc(C(=O)OC)o1
    0%, 0%, -1.3%, -2%, 2%, 3%, nt
- Cc1nn(Cc2c(Cl)cccc2Cl)c(C)c1NC(=O)c1cc(C(C)C)on1
    13%[38.3 µM], 2%, 6.6%, ?, 4%, -1%[46.1 µM], ?
- CCCC(=O)N1CCN(c2ccc([N+](=O)[O-])c(NC(C)c3ccccc3)c2)CC1 (configuration not stated)
    6%[38.3 µM], -1%, 0.0%, ?, -28%, ?, 20%
- COC(=O)c1cc(OC)c(OC)cc1NCC(=O)Nc1ccc(C)cc1
    8%, 1%, -1.0%, 6%, -4%, 17%, ?
- Brc1cccc(CNCc2cccs2)c1
    -11%, -2%, -1.0%, 2%, 3%, 12%, 9%
- COc1ccc(NS(=O)(=O)c2cc(NC(=O)c3cccc(OCc4c(C)noc4C)c3)ccc2OC)cc1
    0%, 1%, -0.9%, ?, -2%, -10%, -8%
- Cc1cccn2c(=O)c(C=Nc3ccccc3)c(NCCO)nc12
    -17%[38.3 µM], -1%, 0.0%, -30%, 1%, 5%[46.1 µM], -2%
- CC1CC(CCC(=O)NC(=S)Nc2ccc(S(N)(=O)=O)cc2)C(=O)O1 (configuration not stated)
    -1%, -1%, -3.9%, ?, -5%, 13%, nt
- COc1ccc(N2C(=O)CC(Sc3n[nH]c(-c4cccc(C)c4)n3)C2=O)cc1 (configuration not stated)
    nt, nt, -1.2%, -2%[9.22 µM], -12%, -28%, nt
- COc1cc2[nH]c(=O)n(CCC(=O)N3CCN(Cc4ccc5c(c4)OCO5)CC3)c(=O)c2cc1OC
    20%, -1%, -1.7%, ?, -7%, 9%, 23%[46 µM]
- O=C(CN1CCC(NC(=O)c2ccc(Br)cc2)CC1)NCc1cccs1
    5%, -4%, 2.5%, 13%[9.22 µM], 4%, -4%, 7%[46 µM]
- Cc1cccc(N2CCN(C(c3ccccc3)c3nnnn3C(C)(C)C)CC2)c1C (configuration not stated)
    25%, 2%, 0.3%, ?, -1%, -52%, 0%
- COc1ccc(N(CC(=O)NCc2ccco2)S(C)(=O)=O)c(OC)c1
    4%, 0%, -0.6%, -10%[9.22 µM], 4%, 2%, -9%[46 µM]
- Fc1ccccc1COc1ccc(Br)cc1CNCc1ccncc1
    5%[38.3 µM], -1%, -4.3%, 7%[9.22 µM], 0%, -21%[46.1 µM], 0%
- O=C(Nc1sc2c(c1C(=O)O)CCC2)c1ccc(F)cc1
    8%, -3%, -4.9%, -10%, -1%, -28%, -18%[46 µM]
- OC(CN1CCNCC1)Cn1c2ccc(Br)cc2c2cc(Br)ccc21 (configuration not stated)
    8%, 3%, 0.6%, nt, 10%, nt, nt
- COc1ccc(Cl)cc1NC(=O)CN1c2ccccc2CC1C (configuration not stated)
    9%, 6%, 4.0%, -30%, 2%, -43%, nt
- CCOc1ccc(-n2c(Cc3cc(=O)[nH]c(=O)[nH]3)nnc2SCC(N)=O)cc1
    18%[38.3 µM], 3%, -0.8%, 12%[9.22 µM], 2%, 11%[46.1 µM], 16%
- COc1ccc(NC(=O)CSc2c(C)n[nH]c2C)cc1
    15%[38.3 µM], -2%, 0.0%, -7%, 0%, 4%[46.1 µM], -7%
- CCn1c(SCC(=O)O)nnc1-c1cccnc1
    11%, -2%, -1.0%, 4%[9.22 µM], 13%, -15%, 3%[46 µM]
- NS(=O)(=O)c1ccc(N/C=C\C(=O)c2cccc3ccccc23)cc1
    -2%, -1%, 0.0%, 6%, -10%, 3%, -9%
- Cc1ccc(C(=O)N/N=C/c2ccc(-c3cccc(Cl)c3)o2)cn1
    nt, nt, 9.7%, 4%[9.22 µM], -5%, 27%, nt
- CCC1CCCCN1Cc1nc2c(c(=O)n(C)c(=O)n2C)n1CC(C)C (configuration not stated)
    41%[activator][38.3 µM], -4%, 0.0%, 4%, 13%, -11%[46.1 µM], -3%
- CC(C)OC(=O)Nc1ccc2c(c1)N(C(=O)CCN1CCN(CCO)CC1)c1ccccc1CC2
    5%, -21%, -1.3%, 0%[9.22 µM], 10%, -17%, nt
- COc1ccc2cc(C3(C)NC(=O)N(CC(=O)NCCC4=CCCCC4)C3=O)ccc2c1 (configuration not stated)
    54%[activator][38.3 µM], -2%, -0.8%, -11%, -2%, -16%[46.1 µM], ?
- COc1ccc(C(=O)NCC(c2ccc(F)cc2)N2CCOCC2)cc1S(=O)(=O)N1CCCC1 (configuration not stated)
    28%[38.3 µM], 0%, 0.0%, -6%, -7%, -7%[46.1 µM], -7%
- CCOC(=O)c1cccnc1SCc1cc(=O)n2ccccc2n1
    -5%[38.3 µM], 0%, 1.0%, ?, -2%, 15%[46.1 µM], -2%
- CCS(=O)(=O)N1CCC(C(=O)NCC2CCCO2)CC1 (configuration not stated)
    4%[38.3 µM], -3%, -1.0%, -4%, -3%, -1%[46.1 µM], -2%
- Cc1ccc(OCCCCNC(C)(C)C)c([N+](=O)[O-])c1
    5%, 3%, 1.1%, -8%, -2%, 18%[46.1 µM], -6%
- Cc1ccsc1C(=O)OCC(=O)Nc1c(C)n(C)n(-c2ccccc2)c1=O
    2%, 7%, -1.1%, 0%, -4%, 21%, -19%
- CCOC(=O)c1c(C)n(C)c2cc(Br)c(OC)cc12
    7%, -1%, 0.9%, 0%[9.22 µM], 18%, 6%, 21%[46 µM]
- O=C(c1cccc(NS(=O)(=O)c2ccc(F)c(F)c2)c1)N1CCN(C(c2ccccc2)c2ccccc2)CC1
    10%, -1%, -1.0%, -13%, -5%, ?, ?
- CN(C)CCCN(C(=O)c1ccc(Br)s1)c1nc2cc3c(cc2s1)OCO3
    -7%, -6%, -0.1%, 23%, -2%, 17%, ?
- Cc1oc(-c2ccccc2)nc1C(=O)Nc1nccs1
    -2%[38.3 µM], -5%, 2.9%, -5%, 2%, -3%[46.1 µM], 1%
- CC(=O)Nc1ccc(NC(=O)c2ccc(Cl)nc2)cc1
    nt, nt, 5.1%, -24%[9.22 µM], 3%, 14%, nt
- COc1cc(NC(=S)Nc2cccnc2)cc(OC)c1
    -7%, 6%, 7.9%, -7%, -2%, 1%[46.1 µM], -2%
- COC(=O)C1=C(C)N(C)C(C)=C(C(=O)OC)C1c1ccccc1C
    nt, nt, 0.0%, 1%, 9%, -23%[46.1 µM], 12%
- CCCNC(=O)NCCc1ccncc1
    21%[38.3 µM], -5%, -2.1%, 32%, 10%, -2%[46.1 µM], 4%
- Cc1cc(C)n(-c2nc3c(c(=O)n(C)c(=O)n3C)n2CCO)n1
    9%, 0%, 0.2%, 11%, 27%, 1%, nt
- Cc1ccc(S(=O)(=O)CC(O)COc2ccccc2C#N)cc1 (configuration not stated)
    0%, 2%, -3.0%[10.1 µM], 14%[9.22 µM], -1%, -5%, nt
- CC(C)C(NS(=O)(=O)c1ccc2c(c1)OCCO2)C(=O)NCCc1ccccn1 (configuration not stated)
    1%[38.3 µM], 1%, -4.8%, -2%, 2%, 0%[46.1 µM], -3%
- Cc1cccc(NC(=S)NC2CC3CCCC(C2)N3CC(C)C)c1 (configuration not stated)
    14%, 1%, 0.5%, 16%, 1%, 7%[46.1 µM], -16%
- CCCCC1CCC(c2nc(-c3ccccn3)no2)CC1 (configuration not stated)
    -7%[38.3 µM], -6%, -0.3%, -12%, 18%, -11%[46.1 µM], 10%
- O=C(NCc1ccco1)c1ccccc1-c1nc(-c2ccccc2)no1
    10%[38.3 µM], -3%, 3.1%, -1%[9.22 µM], -2%, -8%[46.1 µM], 7%
- COc1cccc(C(=O)NNC(=O)Cc2csc(N)n2)c1
    14%, 0%, -0.2%, -11%, 1%, 8%, 2%[46 µM]
- CC1=C(C(=O)NCCCOC(C)C)C2(CCC(C)CC2)OC1=O (configuration not stated)
    20%[38.3 µM], 0%, 0.1%, 2%, 8%, -7%[46.1 µM], -9%
- COc1ccc(CCNC(=O)c2cnc3ccccn3c2=O)cc1
    3%, 3%, -1.7%, 1%, 1%[2.36 µM], 4%, 9%
- Cc1ccc(C(=O)Cn2c3c(sc2=N)CCCC3)cc1
    28%&24%, ?, 1.1%&1.5%, nt, 10%, nt, nt
- Oc1ccc(/C=N/NC(=S)NCCN2CCOCC2)c(O)c1
    30%, 0%, -2.1%, 10%, ?, -5%, ?
- Cc1cc(N2CCN(C3CCCC3)CC2)n2c(nc3ccccc32)c1C#N
    3%, -3%, 11%, 24%, 14%, 19%, -12%

An excerpt; count on the stated rates, not on these rows.
